Screens: PubChem, National Center for Advancing Translational Sciences (NCATS)
ATXN2 expr inh: ATXN2 expression inhibition | Potency, µM (doses to about 57 µM), without a hit: at the top dose activity change, negative = inhibition, hits mostly inhibitors | 360,000 compounds, 0.72% hits | AID 1745845 | HEK-293 ATXN2-luciferase reporter, luminescence, 24 h; note: potency is the fitted concentration of half-maximal effect; % is set by controls: 0 for no effect and ±100 for the full control effect; nearly all actives have a fitted effect of over 55% in size
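ATXN2-luciferase reporter cells (luciferase flanked by upstream and downstream ATXN2 gene portions) were treated 24 h at 37 °C with compounds at up to 57 uM. SteadyGlo luminescence gave expression; GF-AFC fluorescence gave viability.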
KB-3-1 tox: kills parental KB-3-1 adenocarcinoma cells; KB-3-1 viability, CellTiter-Glo ATP luminescence, 72 h; Potency, µM (doses to about 46.1 µM), without a hit: at the highest dose activity change, negative = cytotoxic, most hits filed as cytotoxic; 400,000 compounds, 1.4% hits; AID 1347075; note: potency is the fitted concentration of half-maximal effect; % is set by controls: 0 for no effect and ±100 for the full control effect; nearly all actives have a fitted effect of over 60% in size
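Viability of parental KB-3-1 cells, measured by CellTiter-Glo luminescence, followed a 72 h incubation at 37 °C with pinned compounds in phenol-red-free DMEM containing 10% FBS.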
MCF10A rereplic: DNA re-replication induction in MCF 10a cells; MCF 10A DNA re-replication, Hoechst nuclear intensity, 48 h; 350,000 compounds, 2.9% hits; Potency, µM (highest dose often 46.1 µM), for inactives: at the highest dose activity, positive = re-replication, hits mostly activators; note: potency is the fitted concentration of half-maximal effect; % of control where 0% means no effect; nearly all actives have a fitted effect of over 50% in size
IL1B secr inh: inflammasome signaling inhibition, IL-1 beta readout | activity change, % at 57.5 µM | 360,000 compounds, 4.7% hits | THP-1 LPS/ATP IL-1B secretion, AlphaLISA, 16 h; hits give low values | AID 743279; in the data active = activity change below about -50%; inconclusive = mostly about -30% to -49%; note: % is set by controls: 0 for no effect and ±100 for the full control effect
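Secreted IL-1B measured by AlphaLISA bead assay after 16 h compound exposure of THP-1 cells; compounds (final up to 57.5 uM) added 1 h before LPS (250 ng/mL) and ATP (1.25 mM) stimulation; lower signal means less secretion.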
HT1080 IDH1KD tx: HT-1080 IDH1 knockdown cell toxicity (counter line). Potency, µM (titrated, usually from 46.1 µM), inactives show top-dose activity, negative = toxicity, most hits filed as cytotoxic. HT-1080 IDH1 knockdown viability, ATP luminescence, 48 h. 360,000 compounds, 2% hits;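 note: potency is the fitted concentration of half-maximal effect; 0% = DMSO wells and -100% = cell-free medium wells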
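Knockdown cells (IDH1KD HT-1080) received compounds 2 h after plating at 750 cells/well and were kept 48 h at 37 °C in 5% FBS RPMI. A CellTiter-Glo luminescence read gave % activity for curve fitting.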
ATXN viability: viability counter-screen for ATXN expression inhibitors; S2 cells (HEK-293 line with an ATXN2-luciferase reporter) viability, CellTiter-Fluor protease fluorescence, 24 h; Potency, µM (titrated, usually from 56.7 µM), actives largely listed as cytotoxic; 400,000 compounds, 0.49% hits; AID 651635; note: potency is the fitted concentration of half-maximal effect; nearly all actives have a fitted effect of over 40% in size
HT1080NT lethal: kills 2HG-producing HT-1080-NT fibrosarcoma cells. HT-1080-NT fibrosarcoma viability, CellTiter-Glo ATP luminescence, 48 h. Potency, µM (highest dose often 46.1 µM), for the others: top-dose activity, negative = less viability, hits mostly cytotoxic. 360,000 compounds, 1.6% hits;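 note: NT is the 2HG producing partner of a matched IDH1 knockdown line; potency is the fitted concentration of half-maximal effect; 0% = DMSO-treated cells and -100% = media-only wells without cells; nearly all actives have a fitted effect of over 55% in size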
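Fibrosarcoma NT cells, 750 per well in 5% FBS RPMI, were exposed to compound for 48 hours. Viability: CellTiter-Glo luminescence.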
SW480 rereplic: induces DNA re-replication in SW480 colon adenocarcinoma cells. SW480 DNA re-replication, Hoechst DNA content imaging, 48 h. Potency, µM (top dose mostly 46.1 µM), inactives show at the highest dose re-replication activation, usual class: activators. 340,000 compounds, 1.8% hits; note: potency is the fitted concentration of half-maximal effect; % of control where 0% means no effect; nearly all actives have a fitted effect of over 55% in size
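DNA re-replication was detected as more nuclei of elevated Hoechst intensity after 48 hr exposure to compound (23 nL pinned per well of 250 cells).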
HepG2 viability: HepG2 cytotoxicity, counter-screen for TGF-b inhibitors; HepG2 CAGA-GFP viability, ATP luminescence, 18 h; Potency, µM (highest dose often 46.1 µM), without a hit: top-dose activity change, negative = cytotoxicity, most hits filed as cytotoxic; 410,000 compounds, 0.76% hits; AID 588856; note: potency is the fitted concentration of half-maximal effect; some results filed as inactive show a strong effect at the top dose
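HepG2 CAGA-GFP cells (1000/well, DMEM with 1% FBS) received compound, then TGF-beta at 500 pg/mL final, and were incubated 18 hours at 37 degrees C. Viability was read by CellTiter-Glo luminescence. Media-only wells were set as complete cell-killing and DMSO as no toxicity.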
Numbers without * were called inactive; i = inactive; u = inconclusive; x = not tested or not shown; & = joins results of further samples; [ ] = dose if it differs, or a comment. Unless noted, calls come from the whole dose curve; as a rule, active = well fitted curve in the direction sought with a large enough effect; inconclusive = small, poorly fitted or top-dose-only effect, or another doubt; inactive = no such curve, though single readings can be large; an effect the other way counts as inactive or inconclusive.

SMILES | ATXN2 expr inh | KB-3-1 tox | MCF10A rereplic | IL1B secr inh | HT1080 IDH1KD tx | ATXN viability | HT1080NT lethal | SW480 rereplic | HepG2 viability
Cc1nnc2ccc(N3CCN(c4ccccn4)CC3)nn12 | 21.0% | -11.7% | 0.8% | 41.2 | 10.2% | i | 0.0% | -8.2% | 4.7%
COCCn1c(SCC(=O)NCC2CCCO2)nc2c(c1=O)SCC2 (stereo unspecified) | 5.7% | 26.2% | 9.7% | 0.0 | 8.5% | i | 8.8% | -1.8% | -93.7%
CC1(O)c2ccccc2C(=O)N1CCc1ccccc1F (stereo unspecified) | 53.7%[activator] | 7.6% | 12.8% | 15.0 | 10.8% | i | 10.4% | -1.5% | -9.5%
O=C1/C(=C/c2ccncc2)SC(=S)N1Nc1ccccc1 | -17.4% | 4.1% | u | x | 5.8µM* | i | u | u | -125.4%
Cc1ccc(-n2c(SCC(=O)N3CCc4ccccc43)nc3c([nH]c4ccccc43)c2=O)cc1 | 16.7% | -2.7% | x | x | x | i | x | x | -26.2%
CC(C)C(=O)NC(c1ccc(Cl)cc1Cl)c1ccc2cccnc2c1O (stereo unspecified) | x | 0.0% | 19.7% | 73.6 | u | u | u | u | -31.2%
Nc1nonc1-n1nnc(C(=O)N/N=C/c2ccoc2)c1CSc1ccc(Cl)cc1 | x | -4.6% | 28.0% | -1.8 | -6.3% | u | -12.5% | 4.2% | -9.9%
CCOc1ccc2nc3c(cc2c1)CN(CCOC)C(=NC)S3 | -29.1% | 12.1% | -1.8% | 3.4 | 0.1% | u | 1.7% | 0.5% | -3.3%
COc1ccc2nc(NC(=O)CCN3C(=S)NC(C)(C)CC3C)sc2c1 (stereo unspecified) | -10.3% | 9.8% | 3.1% | 5.9 | 9.5% | u | 6.1% | 5.7% | -2.5%
Cc1cccc(C)c1NC(=O)CSc1nnc(CCCCCNC(=O)OC(C)(C)C)o1 | -1.9% | -8.8% | -187.8%[0.0737 µM] | 3.6 | -1.7% | i | -0.6% | u | -9.6%
Cc1cccc(N/C=C/C(=O)c2ccc(Cl)cc2)c1 | 63.1%[activator] | -11.9% | 10.4% | 22.5 | 25.5% | i | 22.5% | 1.9% | -0.2%
CSCCC(NS(=O)(=O)c1ccc(F)cc1)C(=O)NCc1ccc(S(N)(=O)=O)cc1 (stereo unspecified) | x | 0.0% | -2.6% | 4.3 | 11.2% | i | 20.6% | -3.5% | 0.7%
O=C(OCCN=C1NS(=O)(=O)c2ccccc21)C1CC(=O)N(c2ccc(Cl)cc2)C1 (stereo unspecified) | 8.1% | -1.5% | -3.3% | 22.3 | 1.5% | i | 7.9% | -5.0%[9.22 µM] | -14.2%
Cc1ccc(-c2cnn(-c3cccc([N+](=O)[O-])c3)c2N)cc1 | 75.9%[activator] | 4.0% | -1.5% | -22.8 | 12.9% | i | 13.1% | 4.7% | -7.3%
CCOc1cc(/C=N\NC(=O)Cn2nnc3ccccc32)ccc1O | -6.9%[11.3 µM] | 17.5% | -3.8% | 23.1 | 3.1% | i | 7.8% | -9.1% | 3.2%
Cc1c(O)ccc2c(CN(C)Cc3ccccc3)cc(=O)oc12 | -37.3% | -10.7% | -36.0% | -6.6 | -21.3% | x | -15.4% | 18.4µM* | -5.2%
O=C(NCC(c1ccco1)N1CCOCC1)c1c(F)cccc1F (stereo unspecified) | -17.3% | -1.1% | -4.7% | 16.7 | 14.8% | i | -2.1% | -294.3%[inhibitor] | -7.8%
O=C(c1sc2cc(F)ccc2c1Cl)N1CCN(c2cccc(Cl)c2)CC1 | -1.2% | -1.4% | u | 9.5 | 4.2% | i | 12.4% | -6.5% | -17.3%
O=C(CS(=O)c1cccc(C(F)(F)F)c1)Nc1ccccc1Cl (stereo unspecified) | 6.6% | -18.2% | 0.2% | 42.9 | 1.2% | i | 4.2% | -6.0% | -16.7%
c1ccc2[nH]c(C3CC3)nc2c1 | 5.0% | 0.0% | -5.9% | 23.0 | -0.6% | i | 3.0% | 3.1% | -6.3%
Cc1ccc(C2=Nc3ccccc3SC(c3cccc([N+](=O)[O-])c3)C2)cc1 (stereo unspecified) | x | -0.8% | 0.2% | -16.8 | 6.6% | i | 8.0% | -2.7% | 0.8%
O=[N+]([O-])c1ccc(CN2CCN(c3ccccc3)CC2)o1 | 5.7% | -5.7% | -21.0% | -23.8 | 3.1% | i | -2.6% | 18.7% | -0.5%
CC1CC(C)(C)NC(=S)N1CC(=O)N(C)Cc1ccccc1 (stereo unspecified) | -14.9% | -6.9% | -5.0% | -12.5 | -0.5% | i | 16.5% | -1.0% | -9.5%
COc1cccc(-c2cc(C(=O)NCCCn3ccnc3)no2)c1 | 30.4% | 8.0% | 7.8% | 9.7 | 9.5% | i | 3.7% | -0.2% | 2.2%
COC(=O)c1ccc(C(=O)OC)c(NC(=O)CCC(=O)O)c1 | 6.4% | 0.8% | 6.3% | 0.0 | 13.0% | i | 18.7% | -4.6% | -32.6%
CCOc1ccc(CN2C(=O)c3ccccc3Sc3ccc(C(=O)NC4CCC(C)CC4)cc32)cc1 (stereo unspecified) | 16.2% | 8.3% | x | x | x | i | x | x | -12.9%
COc1ccc(NC(=O)C2CCN(S(=O)(=O)c3cn(C)nc3C)CC2)cc1 | 2.1% | -9.0% | 28.4% | 26.2 | 10.6% | i | 18.8% | -19.9% | -10.4%
O=C(Nc1cccc(F)c1)c1cccc2c1C(=O)N(C1CCCCC1)C2 | 4.3% | 0.4%&1.0% | 6.8% | 26.2 | -1.4% | i | -0.2% | -6.7% | 7.5%&-0.6%
Cc1nn(CCC#N)c2nc(C(F)(F)F)[nH]c(=O)c12 | -7.2% | 7.3% | -0.1% | 25.3 | 12.0% | i | 20.4% | -3.8% | -4.9%
Cc1[nH]c2ccccc2c1C(=O)NS(=O)(=O)Nc1ccc(F)cc1 | 4.7% | -32.4% | 1.4% | 12.0 | -7.0% | i | -8.6% | -19.9% | 7.6%

Not a retest: two of the compounds above.
SMILES | ATXN2 expr inh | KB-3-1 tox | MCF10A rereplic | IL1B secr inh | HT1080 IDH1KD tx | ATXN viability | HT1080NT lethal | SW480 rereplic | HepG2 viability
COc1ccc(NC(=O)C2CCN(S(=O)(=O)c3cn(C)nc3C)CC2)cc1 | 2.1% | -9.0% | 28.4% | 26.2 | 10.6% | i | 18.8% | -19.9% | -10.4%
O=C(Nc1cccc(F)c1)c1cccc2c1C(=O)N(C1CCCCC1)C2 | 4.3% | 0.4%&1.0% | 6.8% | 26.2 | -1.4% | i | -0.2% | -6.7% | 7.5%&-0.6%

Single records (already shown). Values in the order: ATXN2 expr inh | KB-3-1 tox | MCF10A rereplic | IL1B secr inh | HT1080 IDH1KD tx | ATXN viability | HT1080NT lethal | SW480 rereplic | HepG2 viability
Results for O=C(Nc1cccc(F)c1)c1cccc2c1C(=O)N(C1CCCCC1)C2 → 4.3% | 0.4%&1.0% | 6.8% | 26.2 | -1.4% | i | -0.2% | -6.7% | 7.5%&-0.6%
Results for CCOc1ccc(CN2C(=O)c3ccccc3Sc3ccc(C(=O)NC4CCC(C)CC4)cc32)cc1 (stereo unspecified) → 16.2% | 8.3% | x | x | x | i | x | x | -12.9%

The list goes on.
SMILES | ATXN2 expr inh | KB-3-1 tox | MCF10A rereplic | IL1B secr inh | HT1080 IDH1KD tx | ATXN viability | HT1080NT lethal | SW480 rereplic | HepG2 viability
O/N=C1\CCCC\C1=C/c1ccccc1 | -4.2% | -0.1% | 1.1% | 0.0 | -2.6% | i | 2.5% | 0.2% | -25.1%
COC(=O)[C@]1(C)N[C@H](CN(C)C(=O)c2ccc(C)cc2)[C@@H]2C(=O)N(Cc3ccccc3)C(=O)[C@@H]21 | 8.0% | 0.0% | -5.1% | 73.3 | 7.6% | i | 5.3% | -1.7% | -16.6%
CCN1CCN(c2nc(Nc3cccc(OC)c3)nc(N)c2[N+](=O)[O-])CC1 | x | u | 27.7% | -28.8 | u | i | u | 16.4µM* | -9.9%
COc1cccc2c1CCc1c-2nc2ccccc2c1C(=O)O | u | -13.2% | u | 5.8 | -2.0% | i | -1.6% | -5.0% | -11.7%
COc1ccc(-c2nc3n(n2)C(c2ccccc2OC)C(C(=O)Nc2cccnc2)=C(C)N3)cc1 (stereo unspecified) | 2.6% | -2.8% | x | x | x | i | x | x | 2.7%
Cc1cccnc1NC1CCCCC1 | x | -8.5% | 24.4% | -11.8 | -4.1% | i | -6.3% | u | 21.7%
CC1CCCCC1NC(=O)/C(C#N)=C/c1ccccc1F (stereo unspecified) | u | -11.2% | 14.6µM* | -101.2* | 18.4µM* | u | u | u | -71.4%
O=C1CC(c2ccc3c(c2)OCCO3)Oc2ccccc21 (stereo unspecified) | 54.6%[activator] | 4.6% | u | -12.3 | -2.6% | i | 15.9% | u | -3.8%
Cc1ccc(-n2nnc3c(=O)n(CC(=O)NCc4ccccc4)cnc32)cc1 | -11.2% | u | 9.1% | 15.7 | -6.2% | u | 4.6% | 16.2% | 1.6%
CCC(C)(C)n1nnnc1C(c1cccs1)N1CCN(c2nc3ccccc3s2)CC1 (stereo unspecified) | -35.0% | -4.6% | -2.2% | -62.8* | 17.8% | i | 6.2% | u | -7.6%
COc1ccc2c(=O)cc(-c3ccccc3)n(C)c2c1 | 10.6% | -1.0% | -11.6% | 41.3 | -0.5% | i | -4.8% | -5.0% | -15.0%
O=C(Nc1ccccc1Cl)NC1(C(=O)NCc2cccnc2)CCCCC1 | -4.2% | u | -19.4% | -0.9 | -1.4% | i | 4.4% | -18.5% | -7.4%
O=C1OCCC1Sc1nc2cc(Cl)ccc2n1Cc1ccccc1 (stereo unspecified) | -5.7% | 21.8% | 9.7% | -2.8 | 11.4% | i | 5.8% | -4.9% | -9.2%
CCc1cccc2c(C(=O)CN3C(=O)N(C)C4(CCCCC4)C3=O)c[nH]c12 | -6.8% | u | 5.17µM* | 60.0 | 16.4µM* | i | 18.4µM* | -0.6% | -47.9%
